ERp5 block: blocks human ERp5 reductase activity on insulin | ERp5 insulin aggregation, absorbance 650 nm, 90 min | Q15084 | AID 651711 | hit rate 0.05% among 350,000 | inhibition, % at 9.99 µM;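 active means mean replicate inhibition above about 25%, with every replicate also reaching it, limit read from the data, passing the limit was not always enough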
Target sequence (Q15084 whole entry, looked up): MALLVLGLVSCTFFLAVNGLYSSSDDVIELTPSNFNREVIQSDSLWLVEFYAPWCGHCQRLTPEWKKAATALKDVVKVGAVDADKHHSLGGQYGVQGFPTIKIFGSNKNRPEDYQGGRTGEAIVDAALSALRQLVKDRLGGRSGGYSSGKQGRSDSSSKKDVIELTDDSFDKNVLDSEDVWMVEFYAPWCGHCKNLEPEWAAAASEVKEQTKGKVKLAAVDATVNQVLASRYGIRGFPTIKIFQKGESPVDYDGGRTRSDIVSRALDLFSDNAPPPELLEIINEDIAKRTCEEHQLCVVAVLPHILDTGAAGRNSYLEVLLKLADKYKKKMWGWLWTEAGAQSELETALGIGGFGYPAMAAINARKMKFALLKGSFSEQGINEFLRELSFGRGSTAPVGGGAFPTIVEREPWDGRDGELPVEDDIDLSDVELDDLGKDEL
S100A4 MyoIIA: S100A4-myosin IIA interaction inhibition; P26447; S100A4/TAMRA-MyoIIA peptide fluorescence polarization; inhibition, % at 10.7 µM; hit rate 0.14% among 360,000;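 active means mean inhibition of at least 70% across replicates, with every replicate also reaching that level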
Target sequence (P26447 whole entry, looked up): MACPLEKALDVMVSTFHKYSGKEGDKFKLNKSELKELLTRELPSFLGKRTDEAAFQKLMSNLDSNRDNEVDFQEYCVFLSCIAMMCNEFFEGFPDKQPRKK
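Compound dosing: one dose per compound; test system: human S100A4 monomer with TAMRA-labelled myosin IIA peptide; probe or stimulus: TAMRA-labelled myosin IIA heavy-chain peptide probe, 5 nM; medium: HEPES buffer with Ca2+, pH 7.2; schedule: 5 min incubation before reading; benchmarks: neutral control DMSO, positive control TFP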
XiGFP reactiv: reactivates the inactive X chromosome in mouse fibroblasts. XiGFP mouse fibroblasts, % GFP-positive cells imaging, 3 d; cells co-treated with 5-aza-dC sensitizer; scaled so ellipticine positive control = 100%. activation, % at 7.58 µM. hit rate 0.055% among 360,000. AID 743238;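 active means mean normalized replicate activation at least 10% and every replicate at or above 10%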;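 further: 0% = median of on-plate neutral control wells and 100% = ellipticine 6 µM median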
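Material: XiGFP fibroblasts, SV40-immortalized; Buffer or medium: DMEM containing 5-aza-dC; Compound dosing: single point; Times: 3 days compound exposure.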
esBAF inh: blocks esBAF chromatin remodeling in mouse ES cells; Bmi1-luciferase knock-in reporter, 24 h; 100% = twice the neutral-well signal; reporter increase, % at 12.5 µM; hit rate 2% among 350,000; AID 602393; in the data active means activation above about 40%;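 further: 0% = median of the plate's neutral control wells and 100% = double that signal; a rise in the Bmi1 reporter signal indicates esBAF inhibition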
RAD54 branch: inhibitors of human RAD54 branch migration; inhibition, % at 10.4 µM; hit rate 0.14% among 360,000; AID 602329; Q92698; RAD54 Holliday junction branch migration, FAM/BHQ fluorescence;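 active means mean normalized replicate activity at least 40 and at least half of replicates scoring 40 or more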;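 further: 0% = median of neutral control wells and 100% = median of positive control wells; inhibitors cause a drop in the FAM fluorescence signal; in these data hits start at about 50%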
RAD52 anneal inh: RAD52 (human) annealing inhibition; hit rate 0.46% among 360,000; inhibition, % at 18.7 µM; P43351; recombinant RAD52 DNA annealing, FRET fluorescence;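 active means every replicate showing at least 50% inhibition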
Target sequence (P43351 whole entry, looked up): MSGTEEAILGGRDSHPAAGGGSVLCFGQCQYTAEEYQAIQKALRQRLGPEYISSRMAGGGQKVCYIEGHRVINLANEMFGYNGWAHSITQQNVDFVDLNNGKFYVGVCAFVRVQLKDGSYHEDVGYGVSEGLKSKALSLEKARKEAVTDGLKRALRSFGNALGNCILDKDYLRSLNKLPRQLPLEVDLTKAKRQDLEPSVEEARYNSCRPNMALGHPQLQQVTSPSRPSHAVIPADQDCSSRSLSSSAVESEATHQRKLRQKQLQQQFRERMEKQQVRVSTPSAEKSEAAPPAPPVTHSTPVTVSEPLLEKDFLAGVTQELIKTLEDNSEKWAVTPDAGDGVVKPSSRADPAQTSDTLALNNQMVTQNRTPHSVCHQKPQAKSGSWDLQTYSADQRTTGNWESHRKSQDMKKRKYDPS
ERAP1 inh: inhibitors of human ERAP1 aminopeptidase; Q9NZ08; recombinant ERAP1, Leu-AMC fluorescence, 60 min; inhibition, % at 10.7 µM; hit rate 0.15% among 340,000; AID 652197;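 active means mean replicate inhibition of at least 30%, or all replicates individually reaching that 30% level; inactive means mean below 30% and not every replicate reaching it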;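 further: 0% = neutral control wells and 100% = L-leucinethiol positive control wells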
E-selectin induc: E-selectin induction on HUVECs; HUVEC E-selectin immunofluorescence imaging; normalized: neutral wells 0, TNF-alpha wells 100; activation, % at 7.58 µM; hit rate 0.37% among 260,000; AID 686992;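 active means mean E-selectin-positive cell signal at least 10% of the positive control, reached in at least 60% of replicates, without over 20% cell loss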;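 further: in these data hits start at about 27%; measured in HUVEC primary endothelial cells; signal is the percent of cells scored E-selectin positive by PE staining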
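Test system: HUVEC; input: 3,000 HUVEC/well; measured by: immunofluorescence imaging; read-out: % PE-positive cells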
Starred values were filed as active, the others as inactive; . = not tested or not shown.

Order of results: ERp5 block	S100A4 MyoIIA	XiGFP reactiv	esBAF inh	RAD54 branch	RAD52 anneal inh	ERAP1 inh	E-selectin induc
O=C(CCc1nc(-c2ccc(Cl)cc2)no1)NC1CCCC1
→ -8	1	0.1	-6	2	-12	0	.
CC(C)CC#Cc1cnc2c(c1)C(=O)N([C@H](C)CO)C[C@H](C)[C@@H](CN(C)Cc1ccccn1)O2
→ 0	-4	-0.6	-2	2	-13	1	-0.1
Cc1cc(/C=C2/C(=N)N3C(=NC2=O)SN=C3S(C)(=O)=O)c(C)n1-c1ccc(F)cc1
→ 1	-7	0.2	.	.	-27	9	.
CCN(CC)S(=O)(=O)c1ccc(N2CCOCC2)c(NC(=O)COc2ccc(Cl)cc2)c1
→ -2	-1	1.5	12	3	-10	.	-0.5
COc1ccc(NC(=S)N2CCc3ccccc3C2)cc1
→ -6	7	-0.2	.	.	-16	-1	-0.1
O=C(NCc1cccnc1)C(=O)N/N=C/c1ccc([N+](=O)[O-])cc1
→ 4	6	0.1	.	.	-3	-2	0.0
CN1CCN(C(=O)C[C@@H]2C[C@H]3c4cc(NC(=O)NC5CCCCC5)ccc4O[C@H]3[C@H](CO)O2)CC1
→ -1	-45	0.0	3	-10	1	-3	-0.1
Cc1cccn2c(=O)c3cc(C(=O)N4CCCCC4)sc3nc12
→ 1	4	0.2	47*	-10	3	-11	.
CCn1c(=O)c(C(=O)NCc2ccccc2Cl)c(O)c2ccccc21
→ -1	1	0.3	2	-6	-5	-2	0.0
CCC(=O)N1[C@H](CN(C)C(C)=O)[C@H](c2ccc(-c3cccnc3)cc2)[C@@H]1CO
→ -6	3	-0.1	-1	-5	-7	1	0.0
Cc1cc(C)cc(N(CC(=O)NC2CCCCC2)C(=O)c2csnn2)c1
→ 1	-6	0.8	-5	-4	-10	1	.
Cc1c(C(=O)N2CCOCC2)c(S(=O)(=O)Nc2ccc(C(C)C)cc2)c(C)n1C
→ -2	-30	0.2	2	7	-5	1	.
CNC(=S)Nc1cc(C)ccc1OC(F)F
→ 2	-29	0.4	.	.	-8	1	3.9
C[C@@H]1CCCCO[C@@H](CN(C)Cc2ccc(C(F)(F)F)cc2)[C@H](C)CN([C@@H](C)CO)C(=O)c2cc(NC(=O)CCCN(C)C)ccc2O1
→ -2	15	0.0	-14	14	29	0	-0.1
Cc1ccccc1OCC(=O)OCC(=O)Nc1ccc(S(N)(=O)=O)cc1
→ -4	1	0.4	-9	0	0	-3	1.7
O=C(c1ccc(N2CCCCS2(=O)=O)cc1)N1CCN(c2ccccc2F)CC1
→ -3	10	0.2	0	-1	1	0	.
C[C@@H]1CN([C@H](C)CO)C(=O)c2cc(C3=CCCC3)cnc2O[C@@H]1CN(C)Cc1ccccc1C(=O)O
→ 5	2	0.2	-5	2	8	-4	-0.2
Cc1ccc(-c2nnc(N3CCC(C)CC3)c3ccccc23)cc1C
→ 12	-4	0.3	.	.	-30	-2	.
CCN(CC)CC(O)CN1C(=O)NC(C)(C)C1=O (centres undefined)
→ -2	1	0.1	-1	5	-11	-3	.
CC=Cc1ccc2n(c1=O)C[C@@H]1[C@@H](CO)[C@H](C(=O)NCc3ccncn3)N(C(=O)C3CCCC3)[C@H]21 (mixture of isomers)
→ 10	4	0.3	.	.	-6	2	0.6
COc1cc(C(O)c2nc(-c3ccc4ccccc4c3)cs2)ccc1F (centres undefined)
→ 1	-3	0.0	21	5	-52	-1	0.3
C/C(=N\NC(=O)CNC(=O)C(c1ccccc1)c1ccccc1)c1ccc(C)cc1
→ -2	5	-0.1	.	.	-17	1	.
COC(=O)c1ccc(C(=O)OC)c(NC(=O)CN(C)Cc2cccc(Cl)c2Cl)c1
→ 0	-6	0.1	.	-8	-10	-3	.
NC(=O)c1cc(S(=O)(=O)NCc2ccc(F)cc2)cs1
→ 7	-8	0.0	2	1	-8	-1	.
Cc1ccc(S(=O)(=O)NN2C(=O)/C(=C/c3cccs3)SC2=S)cc1
→ -1	14	1.2	-3	-5	-1	0	.
O=C(O)c1ccc(Nc2nc3ccccc3nc2NS(=O)(=O)c2ccc(F)cc2)cc1
→ 8	-2	0.1	-5	-13	-9	4	-0.6
CC1C(=O)N2CCCc3cc(NC(=O)C(=O)NCc4ccc5c(c4)OCO5)cc1c32 (centres undefined)
→ 2	-7	-0.2	-6	-4	-13	0	-0.4
CSCCC(NC(=O)c1ccccc1Cl)C(=O)NCC(c1ccco1)N1CCCCC1 (centres undefined)
→ -1	-30	-0.1	-3	-11	-15	1	.
COCCN1CCN(C(=O)C2CCC(=O)N(Cc3ccc(Cl)cc3)C2)CC1 (centres undefined)
→ 2	-2	0.0	1	7	1	-2	.
COc1ccc(NC(=O)Nc2ccc3c(c2)CC(=O)N([C@H](C)CO)C[C@@H](C)[C@@H](CN(C)S(=O)(=O)c2cccs2)O3)cc1
→ 6	-12	-0.9	2	-4	-5	0	0.0
COC(=O)c1cc2c(c3c4cc(OC)ccc4n(S(=O)(=O)c4ccc(F)cc4)c13)C(=O)N(Cc1ccccc1)C2
→ 3	-1	-0.2	.	.	-43	-4	-0.2
COc1ccc(NC(=O)C2(C)CCCN(C(C)C)C2)cc1OC (centres undefined)
→ 1	-3	0.0	-2	6	-7	4	-0.3
Cc1cc(=O)oc2cc(OCC(=O)OC(C)C(=O)Nc3ccc(S(N)(=O)=O)cc3)ccc12 (centres undefined)
→ 4	9	0.1	.	.	-41	-1	.
Cc1nc(Sc2cccn2C)c(C(F)(F)F)c(=O)[nH]1
→ -1	9	.	-3	1	-14	4	.
COc1cc(C(=O)NN2C(=O)NC3(CCC(C)CC3)C2=O)ccc1OC(F)F (centres undefined)
→ -7	2	-0.1	-7	3	0	0	.
O=C(Nc1ccc(F)cc1)N1CCCCN2[C@H](CO)[C@@H](c3ccc(C#Cc4ccccn4)cc3)[C@H]2C1
→ 7	-16	0.0	.	10	-23	3	-0.1
CSc1nc(N2CCOCC2)c2ccccc2n1
→ 7	11	.	-7	.	-5	-1	.
COc1ccccc1NC(=O)N1CC(=O)N2[C@H](C1)[C@@H](c1ccc(C#CC(C)C)cc1)[C@@H]2CO
→ -6	1	0.0	.	.	8	3	0.1
O=C(NNc1c([N+](=O)[O-])cc(C(F)(F)F)cc1[N+](=O)[O-])c1ccco1
→ 5	-3	0.0	-25	-2	-1	-2	-0.3
COc1ccccc1OCC(=O)Nc1ccc(S(=O)(=O)Nc2nccs2)cc1
→ -1	-4	0.0	6	-6	-10	0	0.2
O=C(CCCSc1nc2ccccc2c(=O)[nH]1)c1ccc(F)cc1
→ 10	-1	-0.9	.	.	-15	0	.
Cc1cc(S(=O)(=O)N2CCN(c3ccccc3F)CC2)ccc1-n1cnnn1
→ -2	-3	0.1	1	1	-8	2	0.2
Cc1cccc(CCN(CC(=O)NC(C)(C)C)C(=O)c2csnn2)c1
→ -5	-5	0.0	.	.	-4	-7	-0.6
CCC(=O)c1ccc(OCC(=O)OCC(=O)c2cc(C)n(C3CC3)c2C)cc1
→ -1	-5	-0.1	.	.	-27	-3	-0.2
COc1ccccc1C(=O)COC(=O)CNS(=O)(=O)c1ccc(C)cc1
→ -1	6	-0.1	-5	-3	-1	0	0.0
COc1ccc2c3c([nH]c2c1)[C@@H](CO)N(C(=O)c1cccc(F)c1)CC31CCN(C(=O)c2cccc(F)c2)CC1
→ 4	9	0.2	.	.	13	1	0.0
COc1ccc2[nH]cc(CCNC(=O)Cc3ccc(Cl)cc3)c2c1
→ 3	-4	0.0	-4	1	-9	0	0.0
CSc1ccc(NC(=O)N2CCC(C(=O)c3ccc(F)cc3)CC2)cc1
→ 0	-1	0.0	3	1	-10	0	.
O=c1c2ccccc2nc(-c2ccccc2)n1O
→ -1	2	0.3	.	2	-13	-1	-0.2
Cc1cc(NS(=O)(=O)c2ccc(NC(=O)/C=C/c3ccccc3Cl)cc2)no1
→ -2	8	0.2	.	-16	2	5	.
CCCNC(=O)C[C@H]1CC[C@H]2[C@H](COc3ccc(NC(=O)C4CCCC4)cc3C(=O)N2C)O1
→ 4	16	0.2	1	1	1	-1	0.0
COCCNC(=O)C(c1ccc(C)o1)N(C(=O)C(=O)NC1CCCCC1)c1ccc(F)cc1 (centres undefined)
→ -2	5	0.0	8	-6	-13	0	.
CS(=O)(=O)c1ccc(NC(=O)c2cc3c(cc2Cl)N2CCCCCC2=NS3(=O)=O)cc1
→ -1	2	0.0	4	-10	-13	2	-0.3
COCCn1c(SCC(=O)Nc2nnc(C)s2)nnc1-c1ccco1
→ -3	0	0.1	.	.	-12	16	.
NS(=O)(=O)c1ccc(NC(=O)CSc2nc3ccccc3c(=O)n2Cc2ccncc2)cc1
→ 0	-2	0.0	-5	7	-10	0	0.3
C[C@@H]1CN([C@@H](C)CO)C(=O)c2cc(NC(=O)Nc3ccc(C(F)(F)F)cc3)ccc2O[C@H]1CN(C)Cc1ccc(-c2ccccc2)cc1
→ 12	-11	-1.0	-5	-1	2	3	-0.1
CC12CCC(=O)N1C(C(=O)Nc1nnc(SCc3ccccc3)s1)CS2 (centres undefined)
→ 0	1	0.0	5	2	-23	-4	-0.4
O=C(Oc1ccc(/C=N/NC(=O)c2ccccn2)cc1)c1ccc(Br)cc1
→ -2	-3	0.1	36	-5	-14	-5	0.0
CCc1nc2c(OCCn3cccc3)cccn2c1N(C)C(=O)C1CC1
→ -1	-2	-0.1	5	-2	-18	8	.
CN(CC(=O)Nc1ccc(F)cc1)C(=O)COC(=O)CSc1ccc(F)cc1
→ 3	11	0.3	.	8	-6	0	.
O=C1CCN(Cc2ccccc2)C=C1c1ccc(Br)cc1
→ -1	1	-0.1	-15	-23	-17	3	0.0

Compound profiles, from the list above. Order of screens: ERp5 block	S100A4 MyoIIA	XiGFP reactiv	esBAF inh	RAD54 branch	RAD52 anneal inh	ERAP1 inh	E-selectin induc
Record of Cc1cc(=O)oc2cc(OCC(=O)OC(C)C(=O)Nc3ccc(S(N)(=O)=O)cc3)ccc12 (centres undefined) = 4	9	0.1	.	.	-41	-1	.
Record of COc1ccc2c3c([nH]c2c1)[C@@H](CO)N(C(=O)c1cccc(F)c1)CC31CCN(C(=O)c2cccc(F)c2)CC1 = 4	9	0.2	.	.	13	1	0.0
Record of O=C(CCCSc1nc2ccccc2c(=O)[nH]1)c1ccc(F)cc1 = 10	-1	-0.9	.	.	-15	0	.
Record of CC12CCC(=O)N1C(C(=O)Nc1nnc(SCc3ccccc3)s1)CS2 (centres undefined) = 0	1	0.0	5	2	-23	-4	-0.4
Record of Cc1cc(S(=O)(=O)N2CCN(c3ccccc3F)CC2)ccc1-n1cnnn1 = -2	-3	0.1	1	1	-8	2	0.2
